Source: PubChem (several laboratories)
SMARCA2 activ: activators of SMARCA2 function. MG213 cells, MMTV-luciferase reporter, dexamethasone, overnight. activation, % at 9.1 µM. hit rate 1% among 370,000; in the data active = activation above about 7.8%;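 note: 0% = vehicle wells and 100% = reference activator wells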
ADAM17 inh: inhibits human ADAM17. P78536. recombinant ADAM17, EDANS/DABCYL FRET peptide cleavage. hit rate 0.83% among 370,000. inhibition, % at 6.95 µM. AID 720648;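 active = inhibition above the mean of compounds lying between control limits plus 3 SD, set per campaign, cut at about 8.5% in these data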;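 note: 0% = DMSO-only wells as the low control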
DAX1 inh-1: NR0B1 (DAX1) inhibition. P51843. inhibition, % at 6.75 µM. hit rate 0.99% among 340,000. AID 504766. HEK293 Gal4-DAX1 luciferase reporter, luminescence;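 active = inhibition above the mean over all tested compounds plus 3 SD, cut at about 4.2% in these data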;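 note: 0% = DAX1-transfected cells with DMSO and 100% = empty-vector control cells with DMSO; inhibition shows as a rise in luminescence from relieved DAX1 repression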
hcDAF-12 act: activates DAF-12 receptor from parasite H. contortus | HEK293 hcDAF-12 lit1-tk-luc reporter, luminescence; 0% DMSO, 100% Δ7-dafachronic acid | activation, % at 6.8 µM | hit rate 1.4% among 370,000;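 active = activation above the mean of all tested compounds plus 3 SD, cut at about 5.5% in these data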;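 note: 100% = response to 3 µM Δ7-dafachronic acid high control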
MBD2 DNA inh: MBD2-methylated oligo binding inhibition | TR-FRET, MBD2 binding to methylated oligonucleotide | hit rate 0.31% among 370,000 | inhibition, % at 4.4 µM | Q9UBB5; in the data active = inhibition above about 13%
hgDAF12 agonist: agonists of H. glycines DAF-12 nuclear receptor; HEK293 GAL4-hgDAF12 UAS-luciferase reporter, agonist luminescence; normalized to butyrate control; activation, % at 6.8 µM; hit rate 1.8% among 370,000; AID 687014;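 active = activation above a cutoff set at the mean of all screened compounds plus 3 SD, cut at about 10% in these data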;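 note: 0% = DMSO wells and 100% = sodium butyrate wells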
PLCb3 inh: PLC-beta3 (human) inhibition, primary screen | Q01970 | Purified PLC-beta3, fluorogenic substrate, fluorescence | inhibition, % at 12.2 µM | hit rate 0.18% among 370,000; in the data active = inhibition above about 11%;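 note: 0% = median of compound wells on plate and 100% = full blocker control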
PLC-gamma1 inh: PLC-gamma1 (human) inhibition, primary screen; hit rate 0.84% among 370,000; P19174; purified PLC-gamma1, fluorogenic substrate, fluorescence; inhibition, % at 12.2 µM; in the data active = inhibition above about 9.5%
DAX1 inh-2: inhibitors of DAX1 repression of SF-1 activated StAR promoter; AID 652010; HEK293T StAR-luciferase reporter, SF-1/DAX-1 repression relief; hit rate 1.1% among 370,000; inhibition, % at 6.8 µM;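 active = inhibition above the mean over all tested compounds plus 3 SD, cut at about 3.6% in these data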;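 note: 0% = DAX-1 cells with DMSO and 100% = cells lacking DAX-1 with DMSO; higher inhibition means more luminescence from relief of DAX-1 repression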
ssDAF-12 act: activates DAF-12 receptor from parasite S. stercoralis; HEK293 ssDAF-12/GRIP1 lit1-tk-luc reporter, luminescence; % of 3 µM dafachronic acid response; activation, % at 6.8 µM; hit rate 1% among 370,000; AID 652126;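 active = activation above the mean over all tested compounds plus 3 SD, cut at about 0.9% in these data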;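 note: 0% = DMSO-only wells and 100% = 3 µM delta7-dafachronic acid wells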
NR1D1 modulator: modulators of human Rev-erb alpha DNA binding | Rev-erbα–FITC-DNA binding, fluorescence polarization, 90 min | activity, % at 10 µM | hit rate 0.79% among 370,000 | AID 1259318;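 active = activity above about 14%, limit read from the data; passing the limit was not always enough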;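 note: 0% = DMSO wells with 35 nM protein and 100% = DMSO wells with 750 nM protein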
Numbers without * were called inactive; . = no result given.

SMILES	SMARCA2 activ	ADAM17 inh	DAX1 inh-1	hcDAF-12 act	MBD2 DNA inh	hgDAF12 agonist	PLCb3 inh	PLC-gamma1 inh	DAX1 inh-2	ssDAF-12 act	NR1D1 modulator
O=C(Nc1nc(-c2ccccn2)cs1)C1COc2ccccc2O1 (stereo not given)	-2	3	0.8	-1.8	1	-7.9	-2	-2	-3.3	-1.4	-7
Cc1ncc([N+](=O)[O-])n1CCOC(=O)c1ccccc1	-2	6	1.2	0.9	-2	3.1	13*	10*	0.0	0.3	3
COc1ccc(-c2noc(CCC(=O)N3CCC(C)CC3)n2)cc1	-1	-1	1.2	-1.2	-4	-1.4	3	0	0.5	-1.4	-7
CCNC(=O)CC1C(=O)N(c2ccc(F)cc2)C(=O)N1CCc1sccc1C (stereo not given)	-1	-1	1.3	-0.9	-3	2.4	1	0	-0.1	-0.9	-1
COc1ccc(OCc2nn3c(-c4ccccc4)nnc3s2)cc1	-6	-2	.	-2.4	6	0.1	1	0	-0.4	-1.9	-2
O=C(CSc1nc2ccccc2c(=O)n1CCCN1CCOCC1)Nc1cccc(S(=O)(=O)N2CCCCCC2)c1	-5	0	-3.2	-1.8	2	-6.3	-1	2	-1.4	-2.2	5
Clc1ccc2oc(-c3ccccn3)nc2c1	6	-14	2.0	7.6*	3	10	-3	-5	2.0	1.8*	1
O=C(NC(=S)N1CCN(C2CCCCC2)CC1)c1ccccc1	3	-2	0.1	-0.8	-6	1.0	-10	-3	0.5	-0.8	-2
CCN(CC)S(=O)(=O)c1ccc(C(=O)OCn2c(SC)nnc(C)c2=O)cc1	-5	-1	-0.1	-0.8	-4	-3.5	-2	2	-0.5	-1.1	0
COc1ccc(NC(=O)c2ccc([N+](=O)[O-])o2)cc1	12*	2	0.5	-0.9	0	1.2	-2	2	-1.4	-0.7	2
CCCCNC(=O)C1c2ccccc2OCC(=O)N1Cc1ccco1 (stereo not given)	1	-6	.	0.8	1	1.3	-2	0	0.3	-1.0	-4
COCCOC(=O)c1c(C)oc2cc(Br)c(OCC(N)=O)cc12	1	-3	-1.5	4.9	4	0.6	-3	-1	-0.4	-1.4	-1
O=C(NNC(=O)c1ccc2ccccc2c1)c1ccc(Cl)c(Cl)c1	-1	-2	-0.2	-0.6	3	-2.4	1	0	-1.2	-1.0	5
CC(C)c1ccc(-c2nnn(Cc3nc4ccccc4s3)n2)cc1	-3	-4	-0.2	-1.1	6	-0.3	-1	1	-0.8	-1.4	-3
Cc1nc2ccccc2c2c1C(=O)N(C(C)C)C2=O	3	-1	0.8	1.7	-3	-3.4	-4	-5	1.0	0.8	-4
Cc1cc(C)cc(NC(=O)C(c2ccccc2)N2CCCC2)c1 (stereo not given)	-2	1	-0.2	-1.4	1	2.4	5	0	-0.5	-0.9	-2
CN(C)c1ccc(/C=N/n2c(-c3ccccc3Br)n[nH]c2=S)cc1	0	-6	0.0	4.0	-3	3.1	-20	-10	1.6	-0.5	-4
Cc1ccc(OCC(=O)N2CCN(S(=O)(=O)c3ccc(Cl)cc3)CC2)c([N+](=O)[O-])n1	1	4	-1.2	-3.1	4	-0.5	3	0	-0.4	-1.2	1
O=C(C=Cc1ccc2c(c1)OCO2)c1ccccc1	7	-1	0.9	2.7	1	13*	-14	-10	0.3	-0.3	-3
Cc1ccc(NC(=O)NNC(=O)CSC2CCc3ccccc32)c(C)c1 (stereo not given)	-1	-4	.	1.9	0	-0.8	-7	-1	1.8	-0.2	4
O=C(Nc1cccnc1)c1ccc(Oc2ccccc2)cc1	0	-3	2.4	2.4	1	14*	-1	0	1.1	-0.1	6
O=c1[nH]c(-c2ccc(F)cc2)nc2c1sc(=S)n2-c1ccccc1	-1	-1	1.2	-0.3	-2	-1.3	1	0	-0.3	-1.2	0
CC(C)(C)N(NC(=O)Nc1cccc(F)c1)C(=O)c1ccccc1Cl	-4	-2	.	-0.4	4	0.3	10	8	0.4	-0.8	5
O=S(=O)(c1ccccc1)N1CCN(c2ccnc3cc(Cl)ccc23)CC1	-6	1	.	-2.1	1	-4.3	-16	-11	-2.1	-2.1	5
COc1ccc(NC(=O)C2(C)Cc3c(-c4ccc(NC(C)=O)cc4)ccnc3O2)cc1OC (stereo not given)	-4	1	.	-1.1	3	-1.3	6	3	-1.6	-1.2	-2
CCN(CC)CCSc1nc(O)c(Cc2ccccc2)c(=O)n1-c1ccccc1	1	-3	-0.1	0.5	8	-0.9	2	-2	0.2	-1.5	-3
Cc1cccc(C)c1NCC(=O)N1CCN(Cc2ccccc2)CC1	-1	-4	-0.8	-1.3	2	2.1	-1	-2	-0.2	-0.9	0
Cc1ccc(Cl)cc1N1CCN(S(=O)(=O)c2c(C)[nH]c(C)c2C(=O)N2CCCCC2)CC1	0	3	-0.2	-0.3	-1	-1.8	-6	-4	-2.2	-1.4	4
Cc1ccc(NCN2C(=O)c3ccccc3C2=O)c(C)n1	-2	-41	.	1.9	8	0.1	-29	-19	0.5	-0.5	-2
COc1cc(C(=O)N(Cc2cccc(Cl)c2)C2CCS(=O)(=O)C2)cc(OC)c1OC (stereo not given)	-3	0	1.2	-0.6	1	3.0	5	-1	0.0	-1.5	1
COc1ccc(-c2nc(CCNC(=O)c3cccs3)cs2)cc1	-3	-4	-0.7	-4.1	-6	-2.2	-2	0	-2.9	-2.3	5
COc1ccccc1C1(O)CCN(C(=O)c2cccs2)CC1	1	-2	-1.6	-1.9	-2	3.1	1	-3	0.0	-0.7	-7
O=C(CCc1ccccc1)Nc1sc2c(c1C(=O)O)CCCC2	2	-4	.	-0.3	1	0.7	-19	-11	-0.2	-1.2	4
CC1CC(OCC(O)CN2CCOCC2)CC(C)(C)C1 (stereo not given)	-2	-2	-1.2	-1.6	-2	-0.6	3	0	-0.4	-1.1	-1
CC(/C=N/NC(=O)CN1CCN(Cc2ccc(Cl)cc2)CC1)=C\c1ccco1	-3	5	-0.2	-1.0	-5	0.4	-2	6	-0.6	-0.9	7
C#CCNC(=O)C1=C[C@H](c2ccc(Br)cc2)C[C@H](OCc2ccc(CO)cc2)O1	2	-1	-0.7	-1.3	4	4.0	-7	0	0.2	-1.6	6
COCCn1nnnc1CN1CCC(C)CC1	-1	-4	0.3	-1.2	-3	-0.2	1	0	-0.7	-0.7	0
CC1CCCCN1S(=O)(=O)c1ccc([N+](=O)[O-])cc1 (stereo not given)	0	-2	1.1	-0.4	7	-4.1	-5	3	-0.8	-1.1	-1
O=C(Nc1ccc2c(c1)OCO2)c1ccc(Cl)c(S(=O)(=O)N2CCOCC2)c1	1	-4	-0.6	0.2	-1	-2.0	-6	2	-2.3	-1.1	-6
O=C(CC1Sc2ccccc2NC1=O)NNc1ccc(Cl)c(Cl)c1 (stereo not given)	3	3	-0.7	0.7	1	-3.9	-5	-1	-0.7	-1.7	4
COCCn1c(SCc2ccc(C)cc2)nc2c1c(=O)[nH]c(=O)n2C	0	-3	.	-0.4	5	-2.3	-10	0	0.7	-1.6	-1
Cc1onc(-c2ccccc2Cl)c1C(=O)OCC(=O)c1ccc[nH]1	-1	2	-0.7	-1.1	1	-0.8	-12	-4	-0.7	-1.0	-1
CCc1nc(SC)[nH]c(=O)c1C	-5	0	0.4	2.2	1	0.2	0	0	-0.4	-0.5	-3
CCN1CCN(C(=O)/C=C/c2ccc(C)cc2)CC1	-1	-2	0.4	-1.0	-4	1.3	-7	0	1.1	-1.3	-8
C/C(CCC1CC(C)OC1=O)=N\NC(N)=S (stereo not given)	-3	-7	-1.2	-3.1	7	1.7	-14	-8	-0.4	-1.7	-2

One compound at a time (already shown):
Cc1ncc([N+](=O)[O-])n1CCOC(=O)c1ccccc1 is listed as SMARCA2 activ = -2; ADAM17 inh = 6; DAX1 inh-1 = 1.2; hcDAF-12 act = 0.9; MBD2 DNA inh = -2; hgDAF12 agonist = 3.1; PLCb3 inh = 13*; PLC-gamma1 inh = 10*; DAX1 inh-2 = 0.0; ssDAF-12 act = 0.3; NR1D1 modulator = 3
O=C(NC(=S)N1CCN(C2CCCCC2)CC1)c1ccccc1 is listed as SMARCA2 activ = 3; ADAM17 inh = -2; DAX1 inh-1 = 0.1; hcDAF-12 act = -0.8; MBD2 DNA inh = -6; hgDAF12 agonist = 1.0; PLCb3 inh = -10; PLC-gamma1 inh = -3; DAX1 inh-2 = 0.5; ssDAF-12 act = -0.8; NR1D1 modulator = -2

The list continues:
SMILES	SMARCA2 activ	ADAM17 inh	DAX1 inh-1	hcDAF-12 act	MBD2 DNA inh	hgDAF12 agonist	PLCb3 inh	PLC-gamma1 inh	DAX1 inh-2	ssDAF-12 act	NR1D1 modulator
COc1cc2cc(C(=O)O)[nH]c2c(OC)c1OC	0	-24	0.0	-0.8	-1	1.7	-13	-16	-0.7	-1.7	.
COc1cc2[nH]c(C(=O)N3CCN(C)CC3)cc2c(OC)c1OC	-3	-9	1.7	1.2	-3	1.1	-43	-27	-0.1	-0.6	4
CC(=O)N1CCN(C(=O)CNC(=O)c2cccs2)CC1	0	0	0.5	-1.1	-5	-1.3	-2	0	0.8	-1.6	-4
COc1ccc(N2C(=O)CC(Sc3n[nH]c(-c4ccccc4)n3)C2=O)cc1 (stereo not given)	-2	2	0.9	1.1	-5	-1.8	-4	3	-0.6	-0.6	-3
Cc1cc(F)ccc1NC(=O)C1CCN(S(=O)(=O)c2ccc3c(c2)CCCC(=O)N3)CC1	-2	-4	-0.8	0.4	-2	2.1	-1	2	0.2	-0.5	-4
CCN(CC)c1ccc(/C=N/n2c(=S)[nH]nc(C)c2=O)cc1	2	4	1.8	-1.5	1	-0.3	-2	5	-0.1	-0.4	1
CC(=O)OCC1=C(C(=O)O)N2C(=O)C(NC(=O)COc3ccc(F)cc3)C2SC1 (stereo not given)	0	-4	-0.2	-1.2	3	2.1	-1	-1	1.0	-0.8	4
Cc1ccc(S(=O)(=O)Nc2cc(S(=O)(=O)N3CCOCC3)ccc2NCC2CCCO2)cc1 (stereo not given)	0	-4	0.6	-0.5	1	1.2	-3	0	1.1	-1.1	3
COc1ccc(NC(=O)c2c(C)noc2C)cc1S(=O)(=O)N1CCCCC1	-3	-4	2.0	-1.1	1	1.0	4	4	-0.1	-0.4	4
C[C@@H]1ON(C)[C@H]2C[C@H]3c4cc(N5CCOCC5)ccc4CCN3C[C@@H]12	-3	-7	.	-1.8	-5	-4.5	-22	-31	0.3	-0.9	-6
O=C(C(=O)N1CCC(CNC(=O)c2ccccc2F)CC1)c1cc2ccccc2o1	2	-3	.	2.3	4	0.9	1	-4	1.4	-1.2	-9
CCOC(=O)N1CCC(N2C(=O)c3ccccc3C2Nc2c(C)cccc2C)CC1 (stereo not given)	6	-4	1.8	-1.7	4	-2.5	2	-1	0.0	-1.4	-1
CC(C)C(NC(=O)c1ccco1)C(=O)NC1CCCCCC1 (stereo not given)	-1	-2	-0.3	0.4	2	0.8	-4	0	0.7	-0.5	3
COc1ccc(NC(=O)CN(Cc2ccccc2)S(C)(=O)=O)cc1OC	-3	3	1.1	3.2	-2	0.8	10	6	0.8	0.0	-1
Nc1cccc(C(=O)c2ccccc2C(=O)O)c1	1	0	-0.3	-0.8	-3	0.4	1	1	-1.3	-1.1	1
Cc1cc(C)cc(NC(=O)C(=O)NCCCN2CCOCC2)c1	-2	-3	-0.3	-1.1	1	-1.7	1	1	-0.1	-1.2	-4
Cc1cccc(NC(=S)N(CCN(C)C)C(C)c2ccccn2)c1 (stereo not given)	-1	-3	1.3	-0.7	4	0.8	-84	0	1.5	-1.8	-2
